ATXN2 expr inh: reduces ATXN2 reporter expression in HEK-293 cells; HEK-293 ATXN2-luciferase reporter, luminescence, 24 h; 360,000 compounds, 0.72% hits; AID 1745845; Potency, µM (series often up to 57 µM), for the others: at the top dose activity change, negative = inhibition, actives largely listed as inhibitors; further: potency means the concentration at half of the fitted maximal effect; on the % scale 0 is the no-effect control and ±100 the full control effect; nearly all actives have a fitted effect of over 55% in size
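qHTS (up to 57 uM final) was run with 24 h compound exposure of reporter cells at 37 °C. Each well was multiplexed: SteadyGlo luminescence measured ATXN2-luciferase expression after a fluorogenic Gly-Phe-AFC viability readout (25 uM final).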
SW480 rerep: inducers of DNA re-replication in SW480 colon cancer cells | SW480 DNA re-replication, Hoechst DNA content imaging, 48 h | Potency, µM (top dose mostly 46.1 µM), inactives show at the top dose re-replication activation, actives largely listed as activators | 340,000 compounds, 1.8% hits; further: potency means the concentration at half of the fitted maximal effect; % of control where 0% means no effect; nearly all actives have a fitted effect of over 55% in size
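Hoechst fluorescence of nuclei (405 nm excitation, 500-530 nm emission) measured by plate-scanning imager after 48 hr compound exposure at 37 C; re-replication scored as increased number of nuclei with elevated intensity.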
HT1080NT lethal: kills 2HG-producing HT-1080-NT fibrosarcoma cells. 360,000 compounds, 1.6% hits. Potency, µM (series often up to 46.1 µM), for inactives: at the highest dose activity, negative = less viability, most hits filed as cytotoxic. HT-1080-NT fibrosarcoma viability, CellTiter-Glo ATP luminescence, 48 h;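 further: NT is the 2HG producing partner of a matched IDH1 knockdown line; potency means the concentration at half of the fitted maximal effect; 0% = DMSO-treated cells and -100% = media-only wells without cells; nearly all actives have a fitted effect of over 55% in size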
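Viability of the 2HG-overproducing fibrosarcoma line after 48 hours of compound exposure at 37 degrees C was determined by luminescence with CellTiter-Glo, and concentration-effect curves were then fitted and categorized.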
WRN helicase inh: inhibitors of human WRN helicase. AID 651768. Q14191. Potency, µM (top dose mostly 114 µM), for inactives: top-dose activity change, negative = inhibition, most hits filed as inhibitors. WRN helicase unwinding, fluorescent forked duplex, kinetic. 360,000 compounds, 0.46% hits; further: potency means the concentration at half of the fitted maximal effect; on the % scale 0 is the no-effect control and ±100 the full control effect; nearly all actives have a fitted effect of over 55% in size
Target sequence (Q14191 whole entry, looked up): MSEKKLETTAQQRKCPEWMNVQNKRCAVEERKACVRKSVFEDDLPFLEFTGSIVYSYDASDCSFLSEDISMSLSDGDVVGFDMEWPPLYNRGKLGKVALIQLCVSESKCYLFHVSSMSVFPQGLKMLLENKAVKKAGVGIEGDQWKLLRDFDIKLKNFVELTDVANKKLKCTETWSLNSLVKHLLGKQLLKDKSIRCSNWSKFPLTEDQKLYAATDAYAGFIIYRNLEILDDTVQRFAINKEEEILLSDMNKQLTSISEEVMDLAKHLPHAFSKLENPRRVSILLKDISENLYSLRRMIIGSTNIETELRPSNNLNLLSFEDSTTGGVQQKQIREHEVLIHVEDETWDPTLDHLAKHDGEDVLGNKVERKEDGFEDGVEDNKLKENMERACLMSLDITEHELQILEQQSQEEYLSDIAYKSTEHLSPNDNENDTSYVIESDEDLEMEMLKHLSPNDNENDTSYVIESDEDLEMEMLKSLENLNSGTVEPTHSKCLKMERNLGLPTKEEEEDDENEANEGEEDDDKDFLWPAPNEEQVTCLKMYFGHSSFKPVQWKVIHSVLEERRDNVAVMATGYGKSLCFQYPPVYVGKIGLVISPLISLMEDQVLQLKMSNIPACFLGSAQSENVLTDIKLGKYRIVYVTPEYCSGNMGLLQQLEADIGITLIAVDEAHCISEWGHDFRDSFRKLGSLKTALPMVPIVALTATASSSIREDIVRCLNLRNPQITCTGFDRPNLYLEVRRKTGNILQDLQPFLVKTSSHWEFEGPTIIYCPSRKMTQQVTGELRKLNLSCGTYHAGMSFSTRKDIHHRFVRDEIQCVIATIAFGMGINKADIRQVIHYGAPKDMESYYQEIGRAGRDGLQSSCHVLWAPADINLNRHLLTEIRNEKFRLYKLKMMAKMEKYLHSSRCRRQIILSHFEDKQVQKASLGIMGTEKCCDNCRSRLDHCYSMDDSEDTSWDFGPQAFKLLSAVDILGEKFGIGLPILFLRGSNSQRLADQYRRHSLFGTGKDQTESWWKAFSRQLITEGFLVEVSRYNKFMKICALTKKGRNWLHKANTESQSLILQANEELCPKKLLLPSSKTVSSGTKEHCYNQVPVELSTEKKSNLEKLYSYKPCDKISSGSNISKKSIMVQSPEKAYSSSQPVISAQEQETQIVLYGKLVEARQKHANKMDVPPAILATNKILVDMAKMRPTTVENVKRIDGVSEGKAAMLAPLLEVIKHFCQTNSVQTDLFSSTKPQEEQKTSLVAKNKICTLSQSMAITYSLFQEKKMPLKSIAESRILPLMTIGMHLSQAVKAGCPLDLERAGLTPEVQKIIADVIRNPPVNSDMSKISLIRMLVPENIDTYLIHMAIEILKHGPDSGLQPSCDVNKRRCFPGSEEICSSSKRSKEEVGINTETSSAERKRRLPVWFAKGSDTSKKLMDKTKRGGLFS
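Enzyme (20 nM final) and test compound sit together 15 min at room temperature before substrate addition. Substrate is a single-forked duplex oligonucleotide (100 nM) labelled with fluorophore and quencher, with 2 mM ATP; helicase unwinding raises red fluorescence, read kinetically.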
KB-V1 cytotox: kills drug-selected multidrug resistant KB-V1 cells | 400,000 compounds, 3.4% hits | KB-V1 MDR cells viability, CellTiter-Glo, 72 h | Potency, µM (highest dose often 46.1 µM), inactives show at the top dose activity change, negative = cytotoxicity, hits mostly cytotoxic | AID 1347076; further: potency means the concentration at half of the fitted maximal effect; on the % scale 0 is the no-effect control and ±100 the full control effect; nearly all actives have a fitted effect of over 60% in size
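KB-V1 cells (P-gp-expressing MDR subline of KB-3-1) in phenol-red-free DMEM with 10% FBS were exposed to library compounds over a concentration series for 72 h at 37 degrees C. Viability read by CellTiter-Glo luminescence; concentration-effect curves fitted after normalization.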
HT1080 IDH1KD tx: kills HT-1080 cells with IDH1 knockdown | 360,000 compounds, 2% hits | HT-1080 IDH1 knockdown viability, ATP luminescence, 48 h | Potency, µM (doses to about 46.1 µM), without a hit: at the top dose activity, negative = toxicity, hits mostly cytotoxic;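 further: potency means the concentration at half of the fitted maximal effect; 0% = DMSO wells and -100% = cell-free medium wells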
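Luminescent ATP read-out (CellTiter-Glo, 10 min at room temperature) after 48 h compound exposure at 37 °C gave viability of IDH1-knockdown HT-1080 cells. Activity was normalised to DMSO and cell-free wells, then fitted as concentration-response curves.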
MCF10A rereplic: DNA re-replication induction in MCF 10a cells. MCF 10A DNA re-replication, Hoechst nuclear intensity, 48 h. Potency, µM (top dose mostly 46.1 µM), without a hit: top-dose activity, positive = re-replication, most hits filed as activators. 350,000 compounds, 2.9% hits; further: potency means the concentration at half of the fitted maximal effect; % of control where 0% means no effect; nearly all actives have a fitted effect of over 50% in size
KB-3-1 cytotox: kills parental KB-3-1 adenocarcinoma cells. KB-3-1 viability, CellTiter-Glo ATP luminescence, 72 h. Potency, µM (doses to about 46.1 µM), for inactives: at the top dose activity change, negative = cytotoxic, hits mostly cytotoxic. 400,000 compounds, 1.4% hits. AID 1347075; further: potency means the concentration at half of the fitted maximal effect; on the % scale 0 is the no-effect control and ±100 the full control effect; nearly all actives have a fitted effect of over 60% in size
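Cytotoxicity in the drug-sensitive parental line KB-3-1 was scored as loss of CellTiter-Glo luminescence following 72 h incubation with compound. Values come from curve fitting of normalized concentration-response data.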
IL-1B inflam inh: inhibitors of inflammasome signaling (IL-1 beta secretion); activity change, % at 57.5 µM; THP-1 LPS/ATP IL-1B secretion, AlphaLISA, 16 h; hits give low values; 360,000 compounds, 4.7% hits; in the data active means activity change below about -50%; inconclusive means mostly about -30% to -49%; further: on the % scale 0 is the no-effect control and ±100 the full control effect
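Secreted IL-1B measured by AlphaLISA bead assay after 16 h compound exposure of THP-1 cells; compounds (final up to 57.5 uM) added 1 h before LPS (250 ng/mL) and ATP (1.25 mM) stimulation; lower signal means less secretion.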
* hit, by the source's call; ? = inconclusive; . = no result given; [ ] = another dose, or the depositor's remark. Unless noted, the call rests on the fitted dose curve; in most records, active means well fitted curve in the direction sought with a large enough effect; inconclusive means small, poorly fitted or top-dose-only effect, or another doubt; inactive means no such curve, though single readings can be large; an effect the other way counts as inactive or inconclusive.

SMILES | ATXN2 expr inh | SW480 rerep | HT1080NT lethal | WRN helicase inh | KB-V1 cytotox | HT1080 IDH1KD tx | MCF10A rereplic | KB-3-1 cytotox | IL-1B inflam inh
CCOc1ccccc1NC(=O)c1cc(=O)[nH]c2ccc(S(=O)(=O)N3CCOCC3)cc12 | 1% | -40%[inhibitor] | -1%[9.24 µM] | 2% | -12% | -3% | 5% | -3% | -20
COc1cc(C(O)c2nc(-c3ccc(F)cc3OC)cs2)ccc1F (stereo not given) | -13% | . | ? | -15% | -11% | ? | . | -4% | -3
CC(C)C(c1nnnn1C(C)(C)C)N1CCC(Cc2ccccc2)CC1 (stereo not given) | -7% | 7% | 0% | -18% | ? | -10% | 21µM* | -2% | -76*
O=C(O)c1ccc(N=Nc2c(O)[nH]c3ccc(Br)cc23)cc1 | . | -6% | 14% | -13% | 1% | 12% | 29% | 21% | -1
C=CCn1c(SCC(=O)O)nc2sc(CC)cc2c1=O | 5% | -8% | 16% | 1% | 27% | 2% | -4% | 4% | 6
COCCN1C(=O)N(c2cccc(OC)c2)C(=O)C1CC(=O)Nc1cccc(F)c1 (stereo not given) | -11% | -7% | -4% | -3% | -10% | -4% | ? | 2% | 0
CSc1nc(Cc2ccc(Cl)cc2)nc2ccccc12 | -9% | 0% | 3% | 0% | 12% | 1% | 12% | 1% | 12
CCOC(=O)c1ccc(CSc2nnc(C)n2N)o1 | 5% | 3% | 6% | 9% | 45% | 7% | -2% | 1% | 3
COc1ccc(Oc2nc(SC)nc3ccccc23)cc1 | -4% | 8% | -17% | -34%[57.1 µM] | ? | -13% | -11% | -25% | -19
FC(F)Oc1ccccc1NC(=S)Nc1cccc(Cl)c1Cl | -17% | -11% | 6% | -5% | 1% | -1% | 6% | 2% | 24
COC(=O)c1ccc(CNC(=O)COC(=O)C23CC4CC(CC(C4)C2)C3)cc1 | 43%[activator] | 2% | 0% | 7% | ? | 1% | -5% | -1% | -4
O=C(Nn1c(-c2ccc(Cl)cc2)nc2ccccc2c1=O)c1cccnc1Cl | . | -4% | 4% | -3% | 0% | 2% | -1% | 0% | 27
Cc1cccc(C)c1Nc1nnc(SC/C(O)=C(\C#N)c2nc3ccccc3[nH]2)s1 | -1% | ? | -2% | -29% | -1% | -3% | ? | 12% | -3
CCN(CC)Cc1c(NC(=O)c2ccccc2)sc(C)c1C | 49%[activator] | 10% | -15% | -15% | -13% | -10% | -1% | -8% | -19
Cc1cccc(-c2nnc(SCC(=O)NC3CC3)n2C)c1 | -3% | 2% | 15% | 1% | 14% | 19% | 10% | -1% | 2
O=C1NC(=S)SC1=Cc1ccccc1Cl | 21% | 10% | ? | -34% | -1% | -16% | 6.5µM* | ? | 5
CC(=O)Nc1ccc(N(C(=O)Cn2nnc3ccccc32)C(C(=O)NC2CCCC2)c2ccc(O)c(O)c2)cc1 (stereo not given) | -1% | -6% | 10% | -18% | 0% | 15% | -16% | 16% | 0
O=C(Cc1ccc(F)cc1)Nc1ccc(Cl)cn1 | 9% | 2% | 19% | 5% | -19% | ? | -2% | 12% | -10
CCOc1ccc2nc(NC(=O)NC3CCCCC3)sc2c1 | 11% | 14% | 8% | 0% | ? | 17% | 13% | -7% | -2
CCOC(=O)N1CCN(S(=O)(=O)c2ccc3c(c2)oc(=O)n3C)CC1 | -7% | -2% | 3% | -2% | 23µM* | 2% | 2% | -13% | 6
COc1cccc(-c2cc(C(=O)Nc3c(C)nn(Cc4ccccc4C)c3C)no2)c1 | -2% | 15% | 3% | -4% | -5% | ? | 15% | -18% | -27
O=C(NC1CCCC1)C(c1ccccc1)n1c(-c2ccc3c(c2)CCO3)nc2ccccc21 (stereo not given) | . | . | ? | -4% | -24% | ? | . | -7% | -16
CCOc1ccccc1NC(=O)C(C)N1C(=O)c2ccccc2S1(=O)=O (stereo not given) | -5% | -6% | 1% | 1% | -5% | 7% | 5% | 14% | -4
Cc1nc(C)c(C(=O)C2=C(O)C(=O)N(CCCn3ccnc3)C2c2ccccc2)s1 (stereo not given) | 13% | -2% | 5% | -20% | ? | 17% | 11% | 13% | 24
O=C(NCC(=O)N1CCCC1)c1ccccc1F | 45%[activator] | -18% | 1% | -12% | 0% | 8% | -5% | 9% | -8
COC(=O)C(C(=O)OC)c1cc2c(cc1CNS(=O)(=O)c1ccc(C)cc1)OCO2 | . | . | 1% | -2% | ? | -10% | . | -14% | -1
Cc1ccccc1CSCc1nc2ccccc2[nH]1 | 42%[activator] | 3% | -6% | -30% | ? | -3% | 6% | 6% | ?
CCOc1ccc(S(=O)(=O)N2CCCCC2)cc1NC(=O)C1=COCCO1 | -13% | 19% | -2% | -11% | -29% | -3% | 6% | -1% | -23
CCOc1ccc(-c2cnc3cccnn23)cc1 | 86%[activator] | . | ? | -3% | 0% | 25% | . | 0% | 9
Cc1c(O)nc(SCC(=O)Nc2cccc(C(F)(F)F)c2)n(-c2ccccc2)c1=O | -22% | -5% | -11% | ? | . | -18% | 15% | . | -2
COc1ccccc1CNc1nc2cc(-c3ccsc3)sc2c(=O)n1C | 0% | . | -27% | 0%[57.1 µM] | 21µM* | ? | . | ? | 64
CCOC(=O)C1CCCN(C2CC(=O)N(c3ccc(C)c(C)c3)C2=O)C1 (stereo not given) | -1% | -2% | 7% | 4% | 6% | 10% | 1% | 0% | 34
O=C(OCC(=O)c1ccc(S(=O)(=O)N2CCCC2)cc1)C1=COCCO1 | 8% | 0% | ? | -3% | 17% | 17% | 1% | 4% | 4
O=C(CNS(=O)(=O)c1ccc(Cl)cc1)N/N=C/c1ccco1 | 18%[11.3 µM] | 22% | -4% | -13% | 6% | 3% | -9% | -20% | -26
CCOC(=O)C1(Cc2ccccc2)CCN(Cc2cc(=O)c3ccccc3[nH]2)CC1 | . | 0% | 1% | 0% | ? | -3% | 3% | 2% | 31
COc1ccc(-c2c(C)nn3c(N4CCC(C(=O)NCCN(C)C)CC4)cc(C)nc23)cc1OC | 3% | -7% | ? | 3% | 0% | -19% | 11% | 2% | -8
Oc1c(N=NC(=S)Nc2ccccc2F)c2ccccc2n1Cc1cccc(Cl)c1 | -10%[11.3 µM] | 0% | ? | -10% | -8% | -23% | 7% | 6.5µM* | -11
Cc1onc(NC(=O)c2ccc([N+](=O)[O-])o2)c1Br | 2% | ? | ? | -10% | 0% | -36% | ? | 0% | -80*
O=S(=O)(NC1CCCCC1)c1ccc(N2CCOCC2)nc1 | . | ? | 0% | 1% | ? | -5% | 2% | 6% | 4
O=C(Cn1nnc(-c2ccncc2)n1)Nc1ccc2c(c1)CCC2 | -8% | 2% | 12% | 1% | 16% | 3% | 0% | -2% | 49
CC(=O)c1sc(NCCOc2ccc(C)cc2)nc1C | . | -3% | 4% | 0% | 4% | -2% | 6% | 4% | 36
COc1ccc(Cn2c(C3CC3)nc3ccc(NC(C)=O)cc3c2=O)cc1 | 105%[activator] | -2% | -13% | 0% | -27% | -21% | -4% | -1% | -18
Cc1ccc(C(=O)OC(C)C(=O)NC2CCCCC2)cc1S(=O)(=O)N1CCCCC1 (stereo not given) | . | -6% | 0% | -3% | -18% | -10% | -8% | -7% | 0
Oc1ccc(NCc2cccc(OCc3ccc(F)cc3)c2)cc1 | . | 2% | ? | 8% | 22% | -20% | ? | 1% | 29
CCNC(=O)C1(C)CCN(Cc2csc(-c3ccccc3)n2)C1 (stereo not given) | 1% | . | -22% | 1% | 2% | 0% | . | 0% | -17
O=[N+]([O-])c1cnc(Nc2ccc(Cl)cn2)c([N+](=O)[O-])c1 | -11% | ? | -27% | 7% | 39% | ? | 2% | 6% | -55*
C=C1C[C@@]23CCC4[C@@](C)(CCC[C@@]4(C)C(=O)OC)C2CC[C@]1(OC(C)=O)C3 (stereo not given in full) | 0% | 4%[9.22 µM] | -1% | 5% | 9% | 0% | ? | -13% | 24
COc1ccccc1CCN=C(N)NS(=O)(=O)c1cccs1 | . | -2% | 4% | 9% | -17% | -1% | -9% | ? | 6
Cc1cc(C)c(C(=O)C(C)OC(=O)Cn2cnc3c2c(=O)n(C)c(=O)n3C)cc1C (stereo not given) | 6% | ? | 1% | -4% | -2% | -1% | 17% | 0% | 4
S=c1[nH]nc(Cc2cccs2)n1-c1ccccc1Cl | -31%[11.3 µM] | ? | 2% | ? | -10% | -4% | -5% | 3% | 6
COCc1cc(C)nc2sc(C(=O)Nc3ccc(OC)cc3)c(N)c12 | 11% | ? | 6% | -5% | 26% | 2% | ? | 1% | 0
CCCN1CCN(S(=O)(=O)c2ccc3c(c2)CCC(=O)N3)CC1 | 12% | -17% | 11% | 2% | 16% | 7% | 9% | 11% | 7
CCOC(=O)C1=CCCN(S(=O)(=O)c2ccc(C)cc2)C1 | -4% | . | -1% | -6% | -27% | 10% | . | 0% | 28
Cc1cnc(C(=O)OCC(=O)N(C(C)C)C(C)C)cn1 | 4% | 2% | 21% | -11% | -8% | 17% | -5% | 4% | 1

Part of the list above, reformatted:
Structure,ATXN2 expr inh,SW480 rerep,HT1080NT lethal,WRN helicase inh,KB-V1 cytotox,HT1080 IDH1KD tx,MCF10A rereplic,KB-3-1 cytotox,IL-1B inflam inh
COc1ccccc1CNc1nc2cc(-c3ccsc3)sc2c(=O)n1C,0%,.,-27%,0%[57.1 µM],21µM*,?,.,?,64
CCOc1ccccc1NC(=O)C(C)N1C(=O)c2ccccc2S1(=O)=O (stereo not given),-5%,-6%,1%,1%,-5%,7%,5%,14%,-4

Compound activity deposited in PubChem by National Center for Advancing Translational Sciences (NCATS).
